STEP block: STEP phosphatase inhibitors, primary screen, biochemical, fluorescence intensity, uHTS | inhibition, % at 20 µM | recombinant STEP, OMFP fluorogenic substrate | 360,000 tested, 0.25% active;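 active = inhibition at 20 µM, scaled per plate between control wells, above about 37%, limit read from the data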;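 also: 0% = DMSO with enzyme and substrate and 100% = substrate only without enzyme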
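System: STEP phosphatase, cell-free reaction; Buffer or medium: Bis-Tris pH 6.0 buffer with DTT, detergent; Incubation: 20 min at room temperature, dark; Measured by: fluorescence, 480/540 nm.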
CendR NRP1 mod: modulators of CendR peptide binding to NRP-1, primary screen, biochemical, fluorescence polarization, uHTS. AID 602438, 2012. FAM-RPARPAR peptide binding to NRP-1. Neuropilin-1 (Homo sapiens), O14786. inhibition, % at 25 µM. 360,000 tested, 0.85% active;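 active = inhibition or corrected inhibition above about 18%, plus a signal ratio from 0.5 to 1.5, limit read from the data, passing the limit was not always enough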; also: strong numbers were not always called active
Scp1 inh: Scp-1 phosphatase inhibitors, primary screen, biochemical, colorimetric, uHTS | Carboxy-terminal domain RNA polymerase II polypeptide A small phosphatase 1 (Homo … | Recombinant Scp1, phosphopeptide, malachite green phosphate absorbance | inhibition, % at 20 µM | 340,000 tested, 0.88% active;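 active = inhibition above about 50% at 20 µM, limit read from the data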;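 also: plate controls were DMSO wells with enzyme for no effect and wells lacking enzyme for full effect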
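System: SCP-1 catalytic domain; Reagent: Phospho 17-mer peptide substrate; Doses: one concentration, 20 µM, with 1.0% DMSO; Incubation: 45 min room-temperature reaction, 5 min colour, 30 min stabiliser; Signal: Phosphate-binding colour reagent, absorbance read at 630 nm.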
SKN-1 inh: suppressors of acrylamide-induced Pgst-4::GFP reporter in worms, primary screen, SKN-1 inhibitor project, whole organism, uHTS, GFP/RFP fluorescence ratio, strain VP596 | inhibition, % at 21.8 µM | 360,000 tested, 0.49% active | C. elegans VP596 Pgst-4::GFP/RFP ratio, 24 h;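 active = interference check ratio from 0.5 to 1.5 plus GFP to RFP signal ratio inhibition reaching or exceeding a fixed threshold, cut at about 30% in these data, passing the limit was not always enough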; also: some compounds called inactive have numbers as strong as hits
NadD block: inhibitors of S. aureus NadD, primary screen, biochemical, colorimetric, uHTS; purified NadD enzyme, colorimetric absorbance read-out; inhibition, % at 20 µM; 360,000 tested, 0.78% active; in the data active = inhibition above about 26%; also: some compounds past the cut are filed as inactive
Neddylation inh: inhibitors of cullin neddylation, primary screen, biochemical, TR-FRET, uHTS, NAE and Ubc12. calls only at 25 µM. 360,000 tested, 0.58% active; in the data active = inhibition above about 36%
Target sequence (P61081 whole entry, looked up): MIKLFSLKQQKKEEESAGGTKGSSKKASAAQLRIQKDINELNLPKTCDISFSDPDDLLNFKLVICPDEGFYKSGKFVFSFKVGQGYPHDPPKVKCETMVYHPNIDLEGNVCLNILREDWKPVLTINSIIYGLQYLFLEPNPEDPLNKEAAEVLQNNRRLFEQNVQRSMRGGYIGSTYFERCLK
Target sequence (Q13564 whole entry, looked up): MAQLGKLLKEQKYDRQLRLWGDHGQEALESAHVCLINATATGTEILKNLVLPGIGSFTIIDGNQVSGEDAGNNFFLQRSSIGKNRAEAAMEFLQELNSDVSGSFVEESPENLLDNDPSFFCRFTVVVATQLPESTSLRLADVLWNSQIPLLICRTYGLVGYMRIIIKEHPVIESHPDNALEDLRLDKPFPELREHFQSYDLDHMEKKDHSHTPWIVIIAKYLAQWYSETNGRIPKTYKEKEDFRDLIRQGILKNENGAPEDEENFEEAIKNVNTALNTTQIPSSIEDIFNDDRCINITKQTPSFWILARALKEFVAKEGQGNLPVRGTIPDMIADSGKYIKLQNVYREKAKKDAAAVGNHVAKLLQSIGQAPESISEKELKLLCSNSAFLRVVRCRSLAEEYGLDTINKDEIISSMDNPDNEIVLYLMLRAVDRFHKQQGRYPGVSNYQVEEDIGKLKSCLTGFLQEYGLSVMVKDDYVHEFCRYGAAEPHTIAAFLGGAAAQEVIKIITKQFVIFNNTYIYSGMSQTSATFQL
TbMetRS inhib: T. brucei MetRS inhibitors, primary screen, biochemical, luminescence; methionyl-tRNA synthetase (Trypanosoma brucei brucei); purified T. brucei MetRS, ATP depletion, Kinase-Glo luminescence; inhibition, % at 11.9 µM; 360,000 tested, 0.4% active; AID 624268, 2012;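 active = inhibition above a per-plate cutoff of the control wells' mean inhibition plus 3 SD, cut at about 5.5% in these data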;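 also: 0% = DMSO wells median and 100% = median of wells with control inhibitor compound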
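Material: parasite MetRS enzyme / Replication: singlicate, one well per compound / Signal: luminescence of leftover ATP / Schedule: 2 h aminoacylation at 25 °C after 15 min preincubation / Medium: HEPES-MgCl2-KCl buffer plus DTT, spermine, BSA, pyrophosphatase / Doses: 11.9 µM single point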
DNMT1 inh: human DNMT1 methyltransferase inhibitors, primary screen, biochemical, molecular beacon, fluorescence, HinP1I cleavage, uHTS. AID 588458, 2011. inhibition (reported as % activation of signal), % at 10 µM. 360,000 tested, 0.83% active. DNA (cytosine-5)-methyltransferase 1 (Homo sapiens), P26358; in the data active = inhibition above about 50%
SUMO1 PPI mod: modulators of SUMO1 protein-protein interactions, primary screen, biochemical, uHTS; inhibition, % at 20 µM; SUMO1 binding to a labelled peptide, TR-FRET, 1 h; AID 602429, 2012; Small ubiquitin-related modifier 1 (Homo sapiens), P63165; 360,000 tested, 0.33% active; in the data active = inhibition above about 37%
Target sequence (P63165 whole entry, looked up): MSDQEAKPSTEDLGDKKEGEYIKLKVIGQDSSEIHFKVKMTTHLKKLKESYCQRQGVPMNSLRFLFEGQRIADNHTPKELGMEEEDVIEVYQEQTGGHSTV
LMPTP inh: LMPTP phosphatase inhibitors, primary screen, biochemical, fluorescence intensity, uHTS | Low molecular weight phosphotyrosine protein phosphatase (Homo sapiens), P24666 | recombinant LMPTP-A, OMFP fluorogenic substrate | inhibition, % at 20 µM | 360,000 tested, 0.22% active | AID 651560, 2012;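 active = compounds that cut the enzyme signal by at least half of the control window in the single-dose screen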;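 also: plate controls were DMSO wells with enzyme plus substrate for no effect and substrate without enzyme for full effect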
Target sequence (P24666 whole entry, looked up): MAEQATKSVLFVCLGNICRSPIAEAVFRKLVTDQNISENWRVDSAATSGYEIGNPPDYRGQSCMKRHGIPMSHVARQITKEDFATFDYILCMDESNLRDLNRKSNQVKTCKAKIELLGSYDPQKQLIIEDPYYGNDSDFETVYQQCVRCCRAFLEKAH
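Material: LMPTP-A; amount: 0.625 nM enzyme; doses: single 20 µM dose; times: reaction 50 min, room temperature, dark; technique: fluorescence intensity of OMFP turnover product; benchmarks: no-enzyme and uninhibited controls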
Starred values were filed as active, the others as inactive; i = inactive; . = no result given.

Sample of the layout, two compounds:
SMILES	STEP block	CendR NRP1 mod	Scp1 inh	SKN-1 inh	NadD block	Neddylation inh	TbMetRS inhib	DNMT1 inh	SUMO1 PPI mod	LMPTP inh
CCCN(CC(=O)Nc1ccccc1OC)C(=O)c1ccc(S(=O)(=O)NCc2ccco2)cc1	-2	-13	-7	-5	-7	i	-0.5	-2	-1	-1.7
COc1ccc(-c2cn3cc(Br)cnc3n2)cc1	-4	-8	5	0	-7	i	-1.5	4	-16	-0.7

All compounds of this part, from the first entry:
SMILES	STEP block	CendR NRP1 mod	Scp1 inh	SKN-1 inh	NadD block	Neddylation inh	TbMetRS inhib	DNMT1 inh	SUMO1 PPI mod	LMPTP inh
CCCN(CC(=O)Nc1ccccc1OC)C(=O)c1ccc(S(=O)(=O)NCc2ccco2)cc1	-2	-13	-7	-5	-7	i	-0.5	-2	-1	-1.7
COc1ccc(-c2cn3cc(Br)cnc3n2)cc1	-4	-8	5	0	-7	i	-1.5	4	-16	-0.7
CC(C)C[C@@H](CN1CCC[C@H]1CN1C(=O)C(=O)NC[C@@H]1Cc1ccc(O)cc1)N1C[C@H](Cc2ccccc2)N(CCc2ccccc2)C(=O)C1=O	.	-7	.	0	27	i	-0.4	.	2	0.2
O=C(COc1ccccc1)N1CCN(C(=O)COc2ccccc2)CC1	-3	7	2	8	-12	i	-0.4	0	13	-0.7
CC1(C(=O)Nc2cccc3cccnc23)CCN1Cc1csc2ccccc12 (stereo unspecified)	1	-10	.	-7	0	i	-0.1	-14	-5	4.2
Cc1ccc(CNC(=O)c2cc3c(=O)n4ccccc4nc3n(Cc3ccco3)c2=N)cc1	5	-26	10	-16	40*	.	-0.8	21	-7	15
Cc1cc(N2CCOCC2)nc2ccccc12	4	-2	-13	5	-3	i	-0.8	0	1	-0.9
CC(Oc1ccc(F)cc1)C(=O)N(CCC1=CCCCC1)c1c(N)n(Cc2ccccc2)c(=O)[nH]c1=O (stereo unspecified)	0	1	-7	5	5	i	-0.4	-2	0	-0.6
O=C(NCc1ccc(F)cc1)c1ccncc1	-2	5	-4	-2	-5	i	0.0	4	-2	-1.6
O=C(O)c1ccc(CNCc2ccc(F)cc2)cc1	0	9	-5	-2	-3	i	-0.7	1	-1	-0.9
CC1CCCC(C)N1S(=O)(=O)c1ccc(NC(=O)CCn2cnc3ccccc3c2=O)cc1 (stereo unspecified)	-3	0	3	2	-3	i	-0.4	-3	-2	-0.5
CCN(CC)S(=O)(=O)c1ccc(N2CCN(C)CC2)c(NC(=O)CN2C(=O)NC3(CCCCC3)C2=O)c1	-3	-4	1	4	-10	i	-0.7	2	18	-1.1
Cc1ccc(-n2c(O)c(C=Nc3ccc4c(c3)OCO4)c3ccccc3c2=O)cc1C	24	3	-11	4	-3	i	0.2	-1	-1	4.0
Cc1ccc(C)n1-c1ccc(C(=O)NN)s1	2	0	-11	1	13	i	0.1	-9	1	-0.9
O=c1c2ccccc2c(-c2ccc(Cl)cc2)nn1-c1ccccc1	3	12	-5	-3	-1	i	-1.5	0	0	2.7
O=[N+]([O-])c1ccccc1/C=N/OCc1ccccc1	-1	2	-11	21	-4	i	-0.5	2	-16	1.2
COc1ccc(NC(=O)c2cccnc2C(=O)O)c(OC)c1	-4	6	-4	-16	3	i	-0.2	3	0	-0.6
CC(=O)Nc1ccc(S(=O)(=O)NNC(=O)COc2ccc(Cl)cc2Cl)cc1	-1	-7	1	0	-2	i	0.4	3	3	-0.5
CN1CCN(C(=O)C2=C[C@H](C3CCCCC3)C[C@H](OCc3ccc(CO)cc3)O2)CC1	-2	-5	0	-1	-8	i	-0.7	2	2	-1.1
COCCN(CCOC)C(=S)Nc1ccccc1Cl	1	7	5	4	3	i	-1.3	-3	2	1.7
CNc1nnc(SCC(=O)c2c(N)n(C3CC3)c(=O)[nH]c2=O)s1	1	-6	-1	23	1	i	0.2	-1	-9	-0.6
CCCCN1C(=O)C(=O)N(CC(=O)Nc2cc(OCC)c(N3CCOCC3)cc2OCC)C1=O	-2	1	3	4	-9	i	-0.6	0	0	-1.0
O=C(NCCn1cccn1)c1ccc(OC2CCN(C(=O)C3CC3)CC2)cc1	0	-6	1	-1	-2	i	-0.9	0	4	-1.6
CC(CNC(=O)CCn1ccc2cc(S(=O)(=O)N3CCCC3)ccc21)c1ccccc1 (stereo unspecified)	-4	5	-4	11	0	i	-0.5	-4	3	-0.3
CCOC(=O)c1ccc(NC(=S)NCCc2ccccc2)cc1	3	-11	-5	6	-6	i	-0.7	-7	4	1.3

Full records from above:
Profile of COc1ccc(-c2cn3cc(Br)cnc3n2)cc1 : STEP block = -4; CendR NRP1 mod = -8; Scp1 inh = 5; SKN-1 inh = 0; NadD block = -7; Neddylation inh = i; TbMetRS inhib = -1.5; DNMT1 inh = 4; SUMO1 PPI mod = -16; LMPTP inh = -0.7
Profile of O=C(O)c1ccc(CNCc2ccc(F)cc2)cc1 : STEP block = 0; CendR NRP1 mod = 9; Scp1 inh = -5; SKN-1 inh = -2; NadD block = -3; Neddylation inh = i; TbMetRS inhib = -0.7; DNMT1 inh = 1; SUMO1 PPI mod = -1; LMPTP inh = -0.9
Profile of CC(=O)Nc1ccc(S(=O)(=O)NNC(=O)COc2ccc(Cl)cc2Cl)cc1 : STEP block = -1; CendR NRP1 mod = -7; Scp1 inh = 1; SKN-1 inh = 0; NadD block = -2; Neddylation inh = i; TbMetRS inhib = 0.4; DNMT1 inh = 3; SUMO1 PPI mod = 3; LMPTP inh = -0.5

Returning to the listing with the two entries that preceded the break.
SMILES	STEP block	CendR NRP1 mod	Scp1 inh	SKN-1 inh	NadD block	Neddylation inh	TbMetRS inhib	DNMT1 inh	SUMO1 PPI mod	LMPTP inh
CC(CNC(=O)CCn1ccc2cc(S(=O)(=O)N3CCCC3)ccc21)c1ccccc1 (stereo unspecified)	-4	5	-4	11	0	i	-0.5	-4	3	-0.3
CCOC(=O)c1ccc(NC(=S)NCCc2ccccc2)cc1	3	-11	-5	6	-6	i	-0.7	-7	4	1.3
CCOC(=O)c1ccc(NS(=O)(=O)c2cc3c(cc2C)NC(=O)CO3)cc1	-4	-9	-11	-8	4	i	0.0	1	-3	0.7
O=S(=O)(CCc1nnc(-c2ccccc2)o1)c1ccc2ccccc2c1	0	-7	-4	4	4	i	-0.1	0	-1	-2.5
O=C(CSc1nnc(COc2ccccc2)o1)Nc1ccc(F)cc1	0	-3	-8	4	-3	i	-0.5	-2	6	0.8
Cc1ccccc1CNC(=O)c1csc([C@@H]2O[C@H](CO)[C@@H](O)[C@H]2O)n1	0	6	.	10	3	i	0.4	4	-3	-0.1
O=C(COc1ccc(Cl)cc1)Nc1nc(-c2ccc(S(=O)(=O)N3CCOCC3)cc2)cs1	-2	15	9	17	24	i	0.0	-9	-7	2.6
O=C(CN1C(=O)c2cccc3cccc(c23)C1=O)N1CCOCC1	0	-4	-6	8	-2	i	-0.5	-5	-20	-2.3
CCCCn1c(N)c(N(CCOC)C(=O)COC(=O)CCOc2ccc(C)cc2)c(=O)[nH]c1=O	-1	12	5	1	2	i	-0.3	7	-4	-0.3
Cc1c(N=C2N=C(NC(=O)Nc3ccc(Cl)cc3)c3ccccc32)c(=O)n(-c2ccccc2)n1C	-9	131	-10	-7	1	i	-0.6	32	-5	2.1
O=C1C[C@@H]2c3c(cccc3CN1Cc1ccccc1F)C[C@@H](O)[C@H]2O	5	-3	1	8	0	i	-0.2	5	-6	-0.8
CCOC(=O)c1c(-c2ccccc2)csc1NC(=O)c1ccc(N2C(=O)CCC2=O)cc1	3	-10	-11	5	1	.	-1.1	-10	-2	3.7
O=C(CNC(=O)c1ccco1)OCC(=O)c1ccc([N+](=O)[O-])cc1	-2	-4	-2	-12	-3	i	-0.1	0	-33	-0.2
Nc1ccccc1C(=O)NCc1ccccc1	2	4	-9	-4	-1	.	0.4	2	2	-1.1
CCOC(CNC(=O)c1cccc([N+](=O)[O-])c1)OCC	-3	-9	-4	-7	-6	i	-0.4	3	-9	-0.7
COc1ccccc1NS(=O)(=O)c1ccc(C(=O)NCc2ccc(S(N)(=O)=O)cc2)cc1	-3	14	-7	-4	-4	i	-0.3	0	-2	-1.0
COc1ccc(/C=C(\C#N)C(=O)ONC2=NCCCCC2)cc1	-2	2	-11	-2	6	i	-0.2	1	-12	0.2
O=C1c2ccccc2NC(c2cccc(O)c2)N1c1ccccc1 (stereo unspecified)	0	-4	4	13	-3	.	-1.1	0	-5	0.5
CC(=O)Nc1cccc(NC(=O)CCNC(=O)c2ccc(Cl)cc2)c1	-2	8	2	-17	-5	i	-1.0	0	8	-0.9
C(=NCCCN1CCOCC1)c1ccc2c(c1)OCO2	0	-11	0	-8	7	i	0.0	0	0	-13
O=C(CCSc1ccccc1)NC(=O)COC(=O)C1CCCCC1	-2	1	0	-6	-4	i	-1.5	2	0	0.4
S=C1NC2=C(C(c3ccc(Br)cc3)N1)N1CCC2CC1 (stereo unspecified)	-3	-12	-2	-11	-3	i	-0.5	-2	-2	0.6
COc1ccccc1/C=C/C(C)=O	3	4	-10	4	-4	i	0.6	5	-5	-1.2
CCC(CC)C(=O)c1c[nH]c(C(=O)NCCOC)c1	2	16	-13	3	5	i	-0.1	0	2	-0.7
Cc1nc2ccc(NC(=O)c3ccc(Cl)nc3)cc2s1	1	7	-2	8	0	i	-0.6	-2	1	1.9
COc1ccc2nc(NC(=O)c3ccccc3C(=O)O)sc2c1	1	16	8	9	-5	i	-0.3	3	-2	0.9

Laid out differently: two of the compounds above.
The line under a structure holds: STEP block, CendR NRP1 mod, Scp1 inh, SKN-1 inh, NadD block, Neddylation inh, TbMetRS inhib, DNMT1 inh, SUMO1 PPI mod, LMPTP inh
COc1ccc(/C=C(\C#N)C(=O)ONC2=NCCCCC2)cc1
  -2, 2, -11, -2, 6, i, -0.2, 1, -12, 0.2
O=C1c2ccccc2NC(c2cccc(O)c2)N1c1ccccc1 (stereo unspecified)
  0, -4, 4, 13, -3, ., -1.1, 0, -5, 0.5

The order is random; 4.6% or so of the library scored in one or more.
